p53ts 32C tox: kills p53ts cells at the permissive temperature; 130,000 compounds, 0.93% hits; AID 924; Potency, µM (titrated, usually from 46.1 µM), without a hit: at the top dose activity change, negative = cytotoxicity, usual class: cytotoxic; H1299-p53A138V at 32C, ATP luminescence viability, 24 h;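 note: 0% = DMSO and -100% = full killing by reference compound; nearly all actives have a fitted effect of over 55% in size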
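H1299-p53 A138V cells (temperature-sensitive p53) exposed 24 h to up to 46 uM compound at 32C, where p53 is wild-type in conformation. Viability read as ATP luminescence and normalised to DMSO and 100 uM tamoxifen. AC50 fitted with the Hill equation.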
IkB signaling: IkB pathway inhibition in ABC-DLBCL cells. AID 445. Potency, µM (titrated, usually from 57.1 µM), inactives show top-dose IkBa stabilization activation. ABC-DLBCL IkBa-CBG/CBR dual luciferase ratio, 4 h; response scale: scaled: untreated 0%, proteasome inhibitor 100%. 110,000 compounds, 0.04% hits; active = well fitted curve in the direction sought with a large enough effect in the signal ratio, not every such curve was filed as active; inconclusive = small, poorly fitted or top-dose-only effect, or a change in a side signal; the % refers to the signal ratio;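 note: the direction sought is a rising ratio; 0% = basal untreated cells and 100% = reference inhibitor full response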
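Curves were fitted separately to fusion (green), unfused (red) and ratio luminescence, then classed by r2, magnitude and activity. Cells: OCI-Ly3, 4 h compound plus doxycycline at 37C; 10 uM MG-132 defined full response.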
Imprint erasure: induces erasure of genomic imprints in mouse ES cells; 110,000 compounds, 0.02% hits; Potency, µM (highest dose often 60.7 µM), for the others: at the top dose activity change, positive = activation, usual class: activators; AID 1948; mouse ES Peg3-LacZ reporter, beta-gal luminescence, 40 h;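 note: 0% = negative control wells on the plate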
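Each well holds 300 Peg3LacZ-Neo (maternal) female ES cells incubated 40 h at 37C, 5% CO2. LacZ is measured by BetaGlo luminescence, with AC50 and maximum efficacy derived from dose-response curves.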
p53ts 39C tox: p53ts cell cytotoxicity, nonpermissive temperature. AID 902. H1299-p53A138V viability at 39C, ATP luminescence, 24 h. Potency, µM (titrated, usually from 46.1 µM), for the others: top-dose activity change, negative = cell killing, most hits filed as cytotoxic. 130,000 compounds, 1.5% hits; note: nearly all actives have a fitted effect of over 55% in size
The depositor's hits bear a star; ? = inconclusive; . = not tested or not shown; [ ] = dose if it differs, or a comment. Unless noted, calls come from the whole dose curve; as a rule, active = well fitted curve in the direction sought with a large enough effect; inconclusive = small, poorly fitted or top-dose-only effect, or another doubt; inactive = no such curve, though single readings can be large; an effect the other way counts as inactive or inconclusive. Unless noted, % is set by controls: 0 for no effect and ±100 for the full control effect; potency is the fitted concentration of half-maximal effect. This is a random part of the collection (roughly 1.8% active in at least one column).

SMILES	p53ts 32C tox	IkB signaling	Imprint erasure	p53ts 39C tox
COc1ccc(-c2noc(CCC(=O)Nc3nc4ccccc4s3)n2)cc1	22%	-2.3%	-10%	-1%
Cc1noc(C)c1COC(=O)c1cc2c3ccccc3n(C)c2s1	2%	?	-4%	-12%
Cc1cnc(-c2nnc(N(C)C(=O)C3CCCO3)s2)cn1 (centres undefined)	-18%	-1.2%	-48%[inhibitor]	-13%
CCOC(=O)CNC(=O)c1cc(-c2ccc3c(c2)OCCO3)oc1C	-24%	-0.9%	-52%[inhibitor]	-25%
Cc1ccc(CNC(=O)C2CCN(S(=O)(=O)N3CCOCC3)CC2)cc1	-6%	-0.4%	-6%	7%
COc1cc(-c2noc(-c3cccs3)n2)cc(OC)c1OC	2%	-3.2%	-12%	-9%
Cn1c(CC(=O)Nc2ccccc2)nnc1SCC(=O)c1ccccc1	3%	4.3%	-25%	5%
CCOCCCNC(=O)C(NC(=O)c1ccc(=O)[nH]c1)c1ccccc1 (centres undefined)	4%	0.3%	-14%	-7%
Cc1nc(-c2ccc(C(=O)O)cc2)cs1	-22%	-1.2%	-80%[inhibitor]	-13%
COC(=O)c1ccc(C)c(NS(=O)(=O)c2ccc(NC(C)=O)cc2)c1	16%	-0.5%	-12%	1%
Cc1cc(C)n(-c2nnc3n2N=C(c2ccccc2)CS3)n1	5%	7.8%	-10%	5%
N#Cc1nc(-c2ccccc2F)oc1NCCN1CCOCC1	2%	1.0%	-13%	8%

Arranged by value in Imprint erasure (descending): three of the compounds above
smiles | IkB signaling | Imprint erasure
Cc1noc(C)c1COC(=O)c1cc2c3ccccc3n(C)c2s1 | ? | -4%
Cc1cc(C)n(-c2nnc3n2N=C(c2ccccc2)CS3)n1 | 7.8% | -10%
COc1cc(-c2noc(-c3cccs3)n2)cc(OC)c1OC | -3.2% | -12%

The results go on:
SMILES	p53ts 32C tox	IkB signaling	Imprint erasure	p53ts 39C tox
COc1ccc(CC(=O)N2CCc3ccccc32)cc1	-26%	.	.	10%
CCN1CCN(Cc2nc3c(c(=O)n(C)c(=O)n3C)n2Cc2cccc3ccccc23)CC1	-2%	1.4%	7%	19%
Cc1ccc(S(=O)(=O)N2C3C=CC(C3)C2C(=O)O)cc1 (centres undefined)	2%	0.3%	7%	0%
O=C1c2ccccc2C(=O)c2c1ccc1c(=O)n(C3CCCCC3)[nH]c21	11%	.	.	0%
Cc1ccc(-n2c3nc(=O)[nH]c(=O)c-3cc3cc([N+](=O)[O-])ccc32)cc1C	19%	.	.	3%
Cc1ccc(-n2c3c(cc(C(=O)Nc4ccccc4C(N)=O)c2=O)C(=O)CC(C)(C)C3)cc1	11%	?	-11%[10.9 µM]	13%
O=C(Cn1cc2c(n1)CCCCC2)N1CCc2ccccc21	2%	0.5%	-15%	-11%
CCc1ccc(-c2nc(SCC(=O)NCCOC)c(-c3ccc(C)cc3)[nH]2)cc1	-5%	?	-4%[10.9 µM]	-17%
Cc1cc2c(cc1C)C(c1cccc(OC(C)C)c1)CC(=O)N2 (centres undefined)	6%	?	-14%[10.9 µM]	-26%
Cc1cccc(N2CCN(S(=O)(=O)c3cnc[nH]3)CC2)c1C	-8%	-1.9%	-12%	-9%
COc1ccc(C(=O)NC(=O)Nc2cc(C)ccn2)cc1	1.3µM*	12%	-96%[inhibitor]	1.3µM*
O=C(c1cn(-c2ccccc2)nc1-c1cccnc1)N1CCCCC1	-2%	-1.6%	-10%	4%
CCCC(=O)Nc1nnc(S(=O)(=O)N(C)Cc2ccc(Cl)cc2)s1	0%	?	23%[10.9 µM]	-1%
CCn1c(SCc2nc(-c3ccccc3)no2)nc2ccccc21	-5%	3.6%	-12%	-11%
CCc1ccc(-c2nc(CN3CCC(C(=O)NCCc4ccc(C)cc4)CC3)c(C)o2)cc1	-5%	-1.1%	-5%[10.9 µM]	-16%
CCOC(=O)Cn1c(=O)c2c(nc3n2CCCCN3c2ccc(OCC)cc2)n(C)c1=O	9%	1.2%	8%	4%
CN(C)c1ncc2nc(-c3ccccc3)c(=O)n(Cc3ccc(F)cc3)c2n1	4%	0.2%[11.4 µM]	5%	-7%
CCOC(=O)N1CCC(NC(=O)c2cc3c(C)nc4ccccc4c3o2)CC1	-1%	?	-25%	2%
C[C@@]1(C(NC(=O)Cc2ccc(C(F)(F)F)cc2)c2ccc(-c3ccccc3)cc2)C[C@H]1C1CCCCC1 (some centres undefined)	5%	.	0%	2%
COc1ccc(C2C(C(=O)Nc3ccccc3)=C(C)Nc3nc(SCC(=O)c4ccc(C)cc4)nn32)cc1 (centres undefined)	3%	-2.5%	2%[10.9 µM]	-6%
COCCCNC(=O)C1CCN(Cc2cc3ccccc3n2Cc2cccc(C)c2)CC1	8%	-0.2%	-17%[10.9 µM]	-24%
Cc1ccc(C)c(NC(=O)CCn2nc(C)cc2C)c1	-6%	-0.4%	18%	-7%
O=c1c2[nH]c3ccc(F)cc3c2ncn1CCCN1CCOCC1	-15%	-0.5%	-20%	6%
COC(=O)CC1[C@@]2(C)C[C@]34OC5(C)OC6(C7CC(=O)OC(c8ccoc8)[C@]7(C)CCC6(O5)[C@]13C)C(OC(C)=O)[C@]4(OC(C)=O)C2OC(C)=O (some centres undefined)	-9%	.	-8%	6%
COc1ccc(NC(=O)CC2C(=O)N(c3ccc(OC)cc3)C(=O)N2Cc2ccc(OC)c(OC)c2)cc1 (centres undefined)	6%	1.9%	4%[10.9 µM]	-2%
N=C(N)c1ccc(/C=C\c2ccc(C(=N)N)cc2)cc1	11%[9.22 µM]	2.2%[11.4 µM]	-3%[10.9 µM]	7%[9.22 µM]
COc1ccc(NC(=O)c2ccc3nc(CCc4ccccc4)oc3c2)c(OC)c1	3%	-0.5%	26%[10.9 µM]	-5%
COc1cc(C(=O)N(CCCO)Cc2cc3ccc(C)c(C)c3[nH]c2=O)cc(OC)c1OC	2%	0.2%	-5%	2%
CCOc1ccccc1NC(=O)C1Cc2ccccc2CN1S(C)(=O)=O (centres undefined)	-4%	-0.2%	-5%	0%
CC(C)CC(=O)N=C1SC2CS(=O)(=O)CC2N1CCc1ccccc1 (centres undefined)	1%	1.9%	5%	1%
Cc1cc(C)cc(NC(=O)CN(Cc2ccccc2)S(C)(=O)=O)c1	1%	.	.	-11%
N#Cc1ccc(C(=O)Nc2ccc3c(c2)N(C2CCCC2)C(=O)c2ccccc2S3)cc1	-3%	?	-19%[10.9 µM]	-13%
CCNS(=O)(=O)c1cc(-c2nnc(Nc3cccc(C(F)(F)F)c3)c3ccccc23)ccc1C	1%	?	-18%[10.9 µM]	-20%
Cc1ccc(C(=O)NCC(C)(C)O)cc1	-6%	.	.	-11%
COc1cccc(N2CC(O)=C(c3nc4ccccc4c(=O)[nH]3)C2=N)c1	8%	1.0%	-25%	15%
Cc1ccccc1C(=O)N1CCC(C(=O)Nc2ccc(F)cc2)CC1	2%	-0.1%	-14%	9%
O=C(COC(=O)/C=C/c1cccc(Cl)c1)NCCc1ccc(Cl)cc1Cl	-9%	.	.	51%[activator]
Cc1ccc(C)c(N2CCN(C(=O)C(CC(C)C)NS(=O)(=O)c3ccc4nc(C)sc4c3)CC2)c1 (centres undefined)	26%	?	-11%[10.9 µM]	-26%
O=C(OCc1nnc(-c2ccccc2)o1)c1cc(=O)c2ccccc2o1	1%	1.6%	-19%	-3%
Cc1csc(C(C#N)C(=O)c2cc3ccccc3o2)n1 (centres undefined)	5µM*	?	-59%[inhibitor]	5µM*
O=C(NCCCN1CCOCC1)c1ccccc1-c1ccccc1	5%	-2.7%	-18%	1%
Cc1ccc(C(=O)N2CCN(c3ccccc3F)CC2)cc1NC(=O)c1nsc2ccccc12	5%	?	-2%[10.9 µM]	4%
O=C(O)c1ccc(F)c(S(=O)(=O)Nc2ccccc2Cl)c1	0%	1.7%	-2%	-4%
CC(CN1CCOCC1)OC(=O)c1ccc2c(c1)OCCO2 (centres undefined)	-7%	-0.1%	-10%	-18%
CC(C)NC(=O)c1c2c(nc3ccccc13)CCCC2	-8%	.	.	18%
CCOC(=O)c1cc(OC(=O)c2ccc(Cl)cc2)n(-c2ccccc2)n1	-7%	0.0%	-3%[10.9 µM]	-11%
CCc1nnc2c(N3CCN(c4cccc(C(F)(F)F)c4)CC3)nc3ccccc3n12	-4%	?	-4%[10.9 µM]	-17%
CC(C)(C)n1nnnc1C(c1cccnc1)N1CCN(c2cccc(C(F)(F)F)c2)CC1 (centres undefined)	4%	.	.	8%
O=C(CN1CCN(Cc2ccccc2Cl)C1=O)NC1CCCCCC1	-6%	?	-15%	-8%
Cc1cccc(CNc2cc(-c3ccccc3Cl)ncn2)c1	3%	-1.4%[11.4 µM]	-21%	-21%
COc1ccc(NC(=O)CN2C(=O)CSc3ccc(S(=O)(=O)N(C)C)cc32)cc1OC	-15%	?	14%[10.9 µM]	5%
COC(=O)[C@@]1(Cc2ccc(F)cc2)[C@H]2c3cc(C(=O)N(C)C)n(Cc4ccc(S(C)(=O)=O)cc4)c3C[C@H]2CN1C(=O)c1ccccc1	24%	.	4%	2%
Cc1cc(N2C(=O)CC(Cc3ccccc3)C2=O)no1 (centres undefined)	2%	-2.0%	16%	-5%
Cc1ccc(OCC(O)Cn2c(=N)n(CCN3CCCCC3)c3ccccc32)cc1 (centres undefined)	-12%	?	-23%	13µM*
COc1ccc(NC(=O)C(C)N(c2ccccc2)S(C)(=O)=O)cc1 (centres undefined)	7%	8.0%	-16%[10.9 µM]	18%
CCOc1ccccc1NC(=O)CCc1c(C)nn(-c2ccc(N3CCCCC3)nn2)c1C	-20%	1.1%	-15%[10.9 µM]	-26%
CCCOC(=O)CCCCC1SCC(NC(=O)OC)C1NC(=O)OC (centres undefined)	0%	1.0%	.	-1%
O=C(CNCCC1=CCCCC1)Nc1ccccc1N1CCCCC1	-1%	?	-13%	-18%
CCCn1c(SCCc2ccccc2)nc2c1c(=O)[nH]c(=O)n2C	-8%	-2.3%	.	5%
CCCC(=O)N(c1ccc2oc(-c3ccccc3)c(C(=O)OCC)c2c1)S(=O)(=O)c1ccc(C)cc1	20%	6.6%	-1%[10.9 µM]	39%[activator]
More results:
SMILES	p53ts 32C tox	IkB signaling	Imprint erasure	p53ts 39C tox
Cc1cc(C)n(C(=O)c2ccc(S(=O)(=O)N3CCCC3)cc2)n1	-4%	1.2%	7%	1%
CCCNC(=O)c1noc2c1CCc1ccccc1-2	?	19%	-32%[inhibitor]	?
CN(C)C(=O)COC(=O)c1ccccc1Nc1ccc(SC(F)F)cc1	-25%	.	.	-7%
Cc1ccc(OCCN2C(=O)OC(C)(C)C2(C)O)cc1 (centres undefined)	3%	0.1%	-15%	1%
N#Cc1c(/N=C/c2cc3ccccc3s2)sc2c1CCC2	2%	.	.	18%
CCOc1ccc(Nc2sc(C(=O)c3ccc4c(c3)OCO4)c(N)c2S(=O)(=O)c2ccc(C)cc2)cc1	9%	-2.1%	-5%[10.9 µM]	8%
COc1ccc(N2CCN(C(CNC(=O)c3ccc4c(c3)OCO4)c3cccnc3)CC2)cc1 (centres undefined)	-2%	1.5%	-13%	-7%
COc1cccc(C2=NOC(C(=O)NC3CCCCC3)C2)c1 (centres undefined)	4%	?	-13%	-1%

By substructure, the compounds so far with an NH in an aromatic ring (9)
SMILES	p53ts 32C tox	IkB signaling	Imprint erasure	p53ts 39C tox
CCOCCCNC(=O)C(NC(=O)c1ccc(=O)[nH]c1)c1ccccc1 (centres undefined)	4%	0.3%	-14%	-7%
O=C1c2ccccc2C(=O)c2c1ccc1c(=O)n(C3CCCCC3)[nH]c21	11%	.	.	0%
Cc1ccc(-n2c3nc(=O)[nH]c(=O)c-3cc3cc([N+](=O)[O-])ccc32)cc1C	19%	.	.	3%
CCc1ccc(-c2nc(SCC(=O)NCCOC)c(-c3ccc(C)cc3)[nH]2)cc1	-5%	?	-4%[10.9 µM]	-17%
Cc1cccc(N2CCN(S(=O)(=O)c3cnc[nH]3)CC2)c1C	-8%	-1.9%	-12%	-9%
O=c1c2[nH]c3ccc(F)cc3c2ncn1CCCN1CCOCC1	-15%	-0.5%	-20%	6%
COc1cc(C(=O)N(CCCO)Cc2cc3ccc(C)c(C)c3[nH]c2=O)cc(OC)c1OC	2%	0.2%	-5%	2%
COc1cccc(N2CC(O)=C(c3nc4ccccc4c(=O)[nH]3)C2=N)c1	8%	1.0%	-25%	15%
CCCn1c(SCCc2ccccc2)nc2c1c(=O)[nH]c(=O)n2C	-8%	-2.3%	.	5%

Screens from PubChem.
